Bioassay records from PubChem BioAssay.
hgDAF-12 ag: agonists of H. glycines DAF-12 nuclear receptor | HEK293 GAL4-hgDAF12 UAS-luciferase reporter, agonist luminescence; normalized to butyrate control | activation, % at 6.8 µM | actives 1.8% (n = 370,000) | AID 687014;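 active = activation above a cutoff set at the mean of all screened compounds plus 3 SD, cut at about 10% in these data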;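 note: 0% = DMSO wells and 100% = sodium butyrate wells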
ssDAF12 agonist: activators of S. stercoralis DAF-12 nuclear receptor; AID 652126; activation, % at 6.8 µM; HEK293 ssDAF-12/GRIP1 lit1-tk-luc reporter, luminescence; % of 3 µM dafachronic acid response; actives 1% (n = 370,000);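 active = activation above the mean over all tested compounds plus 3 SD, cut at about 0.9% in these data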;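 note: 0% = DMSO-only wells and 100% = 3 µM delta7-dafachronic acid wells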
ADAM17 inh: inhibits human ADAM17; actives 0.83% (n = 370,000); inhibition, % at 6.95 µM; recombinant ADAM17, EDANS/DABCYL FRET peptide cleavage; P78536; AID 720648;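 active = inhibition above the mean of compounds lying between control limits plus 3 SD, set per campaign, cut at about 8.5% in these data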;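 note: 0% = DMSO-only wells as the low control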
DAX1 inh-1: inhibitors of DAX1 repression of SF-1 activated StAR promoter. HEK293T StAR-luciferase reporter, SF-1/DAX-1 repression relief. inhibition, % at 6.8 µM. actives 1.1% (n = 370,000). AID 652010;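 active = inhibition above the mean over all tested compounds plus 3 SD, cut at about 3.6% in these data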;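 note: 0% = DAX-1 cells with DMSO and 100% = cells lacking DAX-1 with DMSO; higher inhibition means more luminescence from relief of DAX-1 repression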
GC-A act: GC-A (human) enzyme activation; P16066; actives 0.14% (n = 370,000); activation, % at 10 µM; HEK293 GC-A cells, cGMP TR-FRET, EC30 ANP; 0% at EC30 ANP, 100% saturating ANP; in the data active = activation above about 40%
GAA850 FXN act: increases GAA850 frataxin promoter reporter activity; HEK293 lucGAA850 FXN promoter luciferase reporter, 24 h; percent of 10 µM SAHA response; activation, % at 6 µM; actives 0.56% (n = 360,000);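 active = activation above the average of all compounds screened plus 3 SD, cutoff fixed separately per campaign, cut at about 7.5% in these data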;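 note: 0% = DMSO wells and 100% = 10 µM SAHA wells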
PG9 binder: small molecules binding HIV-1 gp120 antibody PG9; TR-FRET gp120-PG9 antibody binding; inhibition, % at 6.7 µM; actives 0.43% (n = 360,000); AID 624416; in the data active = inhibition above about 8.5%
SMARCA2 activ: activators of SMARCA2 function; actives 1% (n = 370,000); activation, % at 9.1 µM; MG213 cells, MMTV-luciferase reporter, dexamethasone, overnight; in the data active = activation above about 7.8%;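 note: 0% = vehicle wells and 100% = reference activator wells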
ADAM10 inh: inhibitors of human ADAM10; O14672; recombinant ADAM10, EDANS/DABCYL FRET peptide cleavage, 3 h; inhibition, % at 7 µM; actives 0.62% (n = 370,000); AID 720582;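 active = inhibition above a per-campaign cutoff equal to the mean of compounds falling between control-based bounds plus 3 SD, cut at about 20% in these data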;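 note: 0% = DMSO wells while the 100% control is not disclosed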
Target sequence (O14672 214-748 limits assumed): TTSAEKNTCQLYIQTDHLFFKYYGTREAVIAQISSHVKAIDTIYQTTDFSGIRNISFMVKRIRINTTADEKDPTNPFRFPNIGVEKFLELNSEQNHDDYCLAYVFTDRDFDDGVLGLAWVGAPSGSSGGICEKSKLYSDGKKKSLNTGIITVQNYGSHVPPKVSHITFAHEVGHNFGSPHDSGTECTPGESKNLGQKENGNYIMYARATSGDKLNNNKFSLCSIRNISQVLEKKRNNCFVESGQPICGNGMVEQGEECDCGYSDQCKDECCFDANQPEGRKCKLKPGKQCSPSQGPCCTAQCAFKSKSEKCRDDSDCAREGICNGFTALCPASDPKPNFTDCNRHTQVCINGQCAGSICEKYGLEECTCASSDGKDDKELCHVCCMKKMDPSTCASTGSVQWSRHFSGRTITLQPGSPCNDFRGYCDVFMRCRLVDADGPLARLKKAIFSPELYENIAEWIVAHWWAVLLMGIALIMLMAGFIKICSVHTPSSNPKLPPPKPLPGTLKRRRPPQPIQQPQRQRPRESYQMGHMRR
DAX1 inh-2: NR0B1 (DAX1) inhibition | HEK293 Gal4-DAX1 luciferase reporter, luminescence | inhibition, % at 6.75 µM | actives 0.99% (n = 340,000) | AID 504766;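 active = inhibition above the mean over all tested compounds plus 3 SD, cut at about 4.2% in these data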;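 note: 0% = DAX1-transfected cells with DMSO and 100% = empty-vector control cells with DMSO; inhibition shows as a rise in luminescence from relieved DAX1 repression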
Target sequence (P51843 207-470 limits assumed): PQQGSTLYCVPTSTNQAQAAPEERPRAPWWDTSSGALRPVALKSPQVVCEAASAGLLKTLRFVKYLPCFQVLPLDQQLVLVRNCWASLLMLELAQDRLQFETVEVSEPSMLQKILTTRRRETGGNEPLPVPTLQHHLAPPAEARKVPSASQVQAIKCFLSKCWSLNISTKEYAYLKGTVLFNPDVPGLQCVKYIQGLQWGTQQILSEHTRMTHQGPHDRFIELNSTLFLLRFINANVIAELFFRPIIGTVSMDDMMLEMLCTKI
hcDAF12 agonist: activators of H. contortus DAF-12 nuclear receptor. HEK293 hcDAF-12 lit1-tk-luc reporter, luminescence; 0% DMSO, 100% Δ7-dafachronic acid. activation, % at 6.8 µM. actives 1.4% (n = 370,000);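 active = activation above the mean of all tested compounds plus 3 SD, cut at about 5.5% in these data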;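 note: 100% = response to 3 µM Δ7-dafachronic acid high control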
* = called active by the depositor; . = not tested or not shown. This is a random part of the collection; overall some 6.8% were active at least once.

SMILES	hgDAF-12 ag	ssDAF12 agonist	ADAM17 inh	DAX1 inh-1	GC-A act	GAA850 FXN act	PG9 binder	SMARCA2 activ	ADAM10 inh	DAX1 inh-2	hcDAF12 agonist
O=c1cc(-c2ccccc2)nc2cc(-c3ccc(F)cc3)[nH]n12	1.0	-0.8	-28	0.7	-1	-3.0	0.0	4	-77	2.0	-0.6
COc1ccc(/C=N/NC(=O)CNC(=O)C2COc3ccccc3O2)cc1OC (centres undefined)	1.1	-1.2	-17	-0.2	4	1.7	-4.0	6	-46	0.2	-0.7
Cc1ccc(S(=O)(=O)N/N=C/c2cccc3nccnc23)cc1	-3.0	-1.6	8.8*	0.0	-3	-0.8	0.8	-4	6	2.8	-0.7
CC1CCCC(NC(=O)COC(=O)Cc2ccc(Br)cc2)C1C (centres undefined)	0.4	-1.5	-3	-0.3	4	2.2	-1.1	0	-1	.	-0.6
CC(C)(C)c1ccc(C(=O)Nc2ccc(F)cc2)s1	10	0.3	-1	2.4	-3	3.9	0.4	5	4	3.2	6.3*
Cn1c(=O)[nH]c(=O)c2c1nc(NCc1ccccc1)n2Cc1ccc(F)cc1	-1.0	-1.1	-4	0.2	11	1.4	0.6	-2	-1	0.8	-2.9
O=C(NC1CCCC1)C1CC(O)CN1C(=O)Nc1ccccc1 (centres undefined)	-0.1	-0.6	0	-0.1	4	-1.4	-0.5	2	8	0.4	-1.9
COc1ccc(Cl)cc1C(=O)NNC(=O)c1n[nH]c2ccccc12	-2.4	-1.3	-2	-1.0	1	0.3	10*	1	-14	0.5	3.4
O=C(c1ccc(Cl)cc1)N1CCC(N2CCC(C(=O)N3CCOCC3)CC2)CC1	0.9	-1.0	0	0.2	4	2.4	0.1	6	0	0.6	0.3
O=C(CCN1C(=O)COc2ccccc21)NCc1cccs1	-0.3	-1.6	-2	1.3	-1	-0.4	-1.1	-1	-10	-0.3	-1.6
COc1cccc(N(CC(=O)O)S(=O)(=O)c2ccccc2)c1	-0.3	-1.1	-3	-0.9	-3	-1.3	-1.0	2	9	-0.1	-1.3
O=C1CSC(=NC2CCCCC2)N1	-0.1	-1.0	-6	0.1	-4	1.7	0.4	2	-5	-0.2	-1.0
C#C[C@]1(O)CC[C@H]2[C@@H]3CCc4cc(OC5CCCC5)ccc4[C@H]3CC[C@@]21C	6.6	-1.3	-2	-0.2	7	1.6	0.3	0	-9	-2.0	-0.8
C[C@H](CO)N1C[C@H](C)[C@@H](CN(C)S(=O)(=O)c2cn(C)cn2)OCc2cnnn2CCCC1=O	0.4	-0.4	2	-0.5	1	-1.4	1.7	8	-3	0.6	-0.5
O=C(N/N=C/c1ccco1)c1cc2ccccc2o1	2.8	-0.9	-2	2.4	0	2.1	-0.2	1	-5	0.0	-1.1
CCOC(=O)C1CCCN(C(=O)c2ccc(NC(=O)CC3SC(N4CCCC4)=NC3=O)cc2)C1 (centres undefined)	2.8	-0.5	-4	-0.3	1	1.2	-2.4	1	-1	0.7	2.4
CCOC(=O)C1=C(C)C(c2cccc(Oc3ccccc3)c2)NC(=S)N1 (centres undefined)	-2.2	-2.0	-1	-1.2	-17	1.6	1.3	-4	-1	-2.1	-1.7
O=C(NCCCN1CCOCC1)/C(=C/c1ccc(F)cc1)NC(=O)c1ccccc1	0.5	-1.4	-5	0.2	0	1.1	-0.8	1	-4	-0.6	2.3
CN(C)c1nccc(NCc2ccccc2)c1C#N	3.5	-1.5	-4	0.0	1	1.9	-0.9	-2	-6	-1.4	0.4
Cc1cc(NC(=O)C2CCCCC2C(=O)O)no1 (centres undefined)	-1.8	-1.7	-1	-1.1	5	-0.5	-2.1	-2	-2	0.7	-0.4
CSc1ncccc1C(=O)OCC(=O)NC12CC3CC(CC(C3)C1)C2	0.6	-1.4	-2	0.2	-3	1.9	0.3	3	4	-0.2	-1.0
COc1cc(OC)c(NC(=O)c2ccc(F)cc2)cc1Cl	2.1	0.1	-2	-0.5	4	1.4	-0.2	-4	1	-0.3	1.1
C/C(=N\NC(=O)C1CC1)c1ccc(N2CCOCC2)cc1	-1.8	-1.5	-2	-0.4	-3	0.9	0.7	2	6	1.8	-0.6
C[n+]1c2n(c3ccccc31)N=C(c1ccc(-c3ccccc3)cc1)CS2	-7.0	-2.8	-2	-4.5	7	-4.2	1.0	-10	-6	-5.5	-3.3
COCCNS(=O)(=O)c1ccc(OCC(=O)OC)c(Cl)c1	-0.4	-0.5	-1	-0.2	1	-3.5	0.4	-4	2	-0.6	0.1
SMILES	hgDAF-12 ag	ssDAF12 agonist	ADAM17 inh	DAX1 inh-1	GC-A act	GAA850 FXN act	PG9 binder	SMARCA2 activ	ADAM10 inh	DAX1 inh-2	hcDAF12 agonist
CN(C)S(=O)(=O)c1ccc(N2CCCC2)c(C(=O)N2CCN(S(=O)(=O)c3cccc(F)c3)CC2)c1	2.0	-1.0	-4	0.3	1	2.0	0.1	-2	-9	0.2	-1.4
COCC(=O)N(C)c1nnc(-c2ccccn2)s1	4.7	-0.9	-64	2.1	1	0.7	0.3	0	-231	1.2	0.2
CCOc1cc(C(=O)NC)cc(Br)c1OC	0.6	-1.4	-6	-0.2	2	-1.3	0.0	2	-3	2.4	-0.5
CN(C(=O)c1cccnc1)c1nnc(-c2ccccn2)s1	2.8	-0.6	-65	0.5	-8	2.4	-2.9	6	-204	1.1	1.2
CCC(=O)NCCCCCCCCCNC(=O)CC	0.1	-2.2	0	-0.1	-2	1.1	-1.0	4	6	-0.5	-1.6
CCN1C(=O)N[C@@H](c2ccccc2)C(C(=O)OC)=C1C	5.0	-1.7	-3	-0.6	-3	-1.0	-0.2	0	-2	-0.5	0.0
COc1ccccc1-c1cc(C(=O)NCCN2CCOCC2)no1	-0.5	-1.2	-3	0.1	1	-0.4	-1.9	-4	-8	1.4	-1.3
CCN(CC(=O)NCc1cccs1)C(=O)c1cccc(S(=O)(=O)Nc2ccc(F)cc2)c1	0.2	-1.5	1	0.8	2	1.2	0.6	-1	3	0.2	0.3
CCN1CCN(c2ccc(S(=O)(=O)N3CCCC3)cn2)CC1	-1.4	-0.7	-4	0.0	1	0.1	0.2	-1	-7	-0.3	-0.1
CC1CCc2cc(F)ccc2N1S(=O)(=O)c1ccc(F)cc1 (centres undefined)	-1.2	-1.4	0	-0.1	-12	1.3	-0.3	1	-1	-1.1	1.4
Cn1cc(C(=O)N/N=C/C=C/c2ccccc2)ccc1=O	1.5	-2.0	2	0.1	-5	1.9	-6.4	-2	-3	-1.3	-0.4
CCOC(=O)C1(Cc2cccc(F)c2)CCN(C(=O)c2cnc(C)cn2)CC1	4.5	-1.1	-2	-0.3	1	0.6	-0.1	-1	3	0.7	-1.0
Cc1ncc([N+](=O)[O-])n1CC(=O)Nc1ccc(F)cc1	1.9	-0.8	-2	0.3	1	1.2	0.1	-1	-5	1.2	-0.8
CC1=C(C(=O)N2CCOCC2)CC(CC(=O)NCCCCc2ccccc2)C(=O)N1CCC1=CCCCC1 (centres undefined)	-3.5	-1.5	0	0.6	1	0.8	-1.6	-6	2	-0.6	-1.0
CCOc1ccc(NC(=S)N(C)C)cc1	-1.5	-1.0	-2	-0.3	-3	0.1	-2.0	0	3	-1.4	1.1
O=C(COc1ccc(Cl)cc1)NCc1nnc(SCC(=O)N2CCCC2)o1	-1.7	-0.8	0	-0.1	4	3.5	-2.2	-2	-1	-0.1	0.4
COc1cc(OC)cc(C(=O)NNC(=O)CN2C(=O)NC3(CCCC3)C2=O)c1	-1.7	-0.7	-2	2.1	0	0.6	-0.2	1	-14	0.3	-0.1
CC(C)CNC(=O)c1cccc2c(-c3cccnc3)coc12	-2.9	-1.0	-4	0.8	0	2.1	1.7	5	3	.	-1.1
COC(=O)c1ccc(NC(=O)CSc2nc3ncccc3[nH]2)cc1	1.3	-0.7	-4	-1.3	-7	-0.5	2.0	-7	-10	0.0	-2.2
COC(=O)C1=C(C)N(C)C(=S)N(C)C1c1ccc(OC)cc1 (centres undefined)	-2.6	-1.7	-3	0.1	-9	-0.6	-1.3	-4	-7	-0.1	-1.8
CC(=O)c1c(COC(=O)c2ccc(F)cc2)nc2ccccc2[n+]1[O-]	0.0	-1.1	-3	-0.3	2	0.1	-0.9	-1	-3	.	1.9
CCNC(=O)c1ccc(CSc2nc3ccccc3s2)cc1	4.4	-0.4	2	-0.8	2	6.1	-1.5	0	-2	1.6	-0.7
O=C(Nc1ccc(C(=O)O)cc1)/C(=C\c1ccco1)NC(=O)c1ccccc1Cl	2.2	-1.2	-1	0.4	-3	0.7	-4.4	6	1	-0.7	-0.5
O=C(Cn1nc(C(F)(F)F)c2c1CCC2)Nc1ccccc1C(F)(F)F	-0.1	-1.2	-4	0.0	4	-0.6	0.8	0	-1	0.9	-1.8
O=C1C(C2=NC(c3ccccn3)C3C(=O)N(c4ccccc4)C(=O)C23)=C(O)c2ccccc21 (centres undefined)	-1.2	-1.1	5	0.5	-9	1.6	1.3	-6	7	4.3*	-1.5

With a hit mark in PG9 binder, of those listed so far:
mol	ssDAF12 agonist	ADAM17 inh	DAX1 inh-1	GC-A act	PG9 binder	SMARCA2 activ	ADAM10 inh	DAX1 inh-2	hcDAF12 agonist
COc1ccc(Cl)cc1C(=O)NNC(=O)c1n[nH]c2ccccc12	-1.3	-2	-1.0	1	10*	1	-14	0.5	3.4

Further results follow:
SMILES	hgDAF-12 ag	ssDAF12 agonist	ADAM17 inh	DAX1 inh-1	GC-A act	GAA850 FXN act	PG9 binder	SMARCA2 activ	ADAM10 inh	DAX1 inh-2	hcDAF12 agonist
COC(=O)c1c(C)[nH]c(C(=O)C(C)Sc2nnc(-c3cc(OC)c(OC)c(OC)c3)o2)c1C (centres undefined)	-0.3	-1.1	-3	1.1	-2	-0.8	0.4	-9	-2	-0.3	-1.1
Cc1cccc(C(=O)OCC(=O)Nc2sccc2C(N)=O)c1C	1.5	-1.2	0	1.2	2	1.5	0.5	1	7	0.5	-0.8
CC(C)C[C@H]1CNC(=S)N1C[C@H]1CCCN1C[C@H](CC(C)C)N1C[C@H](Cc2ccccc2)N(CCc2ccccc2)C1=S	1.2	-1.1	-4	-1.1	-2	.	-1.0	-4	-13	.	0.4
O=S1(=O)c2ccc(N3CCC[C@@H]3CO)cc2OCCCN1C1CC1	4.1	-0.9	-5	0.1	4	.	.	1	-12	.	-1.4
Cc1n[nH]c(=O)nc1NCC1CCCO1 (centres undefined)	0.9	-0.8	-6	-0.7	1	-1.6	0.2	-3	-8	0.5	-1.2
COCCN(C(=O)CSc1ccc2c(c1)OCCO2)c1c(N)n(CC(C)C)c(=O)[nH]c1=O	-1.4	-1.2	-4	-0.2	3	4.0	1.4	-3	-21	-0.8	-0.1
Cc1noc(C)c1C(=O)N1CCN(c2ccc(OCc3ccccc3)cc2)CC1	-3.1	-1.6	-4	0.0	1	0.9	-0.1	0	-9	0.8	-0.5
CN(c1ccccc1)S(=O)(=O)c1cccc(NC(=O)CCNC(=O)c2ccc(Cl)cc2)c1	-5.3	-1.4	6	-2.8	-7	-2.8	-0.3	-4	9	-0.2	-2.2
CC1=NN(c2nc(-c3ccc(C)cc3)cs2)C(=O)C1N=Nc1ccc(C(N)=O)cc1 (centres undefined)	-1.6	-1.4	-2	0.3	2	-1.1	-1.1	-1	2	1.0	-1.2
CC(C)Nc1nc(-c2ccncc2)nc(-c2ccc(Cl)cc2)c1C#N	1.8	-0.9	-4	-0.2	-5	0.9	-3.3	0	-14	.	0.5
